GLS inhibitor = blocks human kidney-isoform glutaminase activity; hit rate 0.21% among 410,000; AID 624170; O94925; GLS enzymatic activity, qHTS titration; Potency, µM (top dose mostly 45.5 µM), without a hit: top-dose activity change, negative = inhibition, actives largely listed as inhibitors; further: potency means the concentration at half of the fitted maximal effect; on the % scale 0 is the no-effect control and ±100 the full control effect
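Enzyme dispensed in phosphate buffer (45 mM, pH 8.2, 0.02% Tween-20), compounds pinned in, then 1 mM L-glutamine solution and the glutamate oxidase–HRP–Amplex Red mix added; fluorescence read immediately and again after 30 min at room temperature.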
G9a block = G9a (human) methyltransferase inhibition | Potency, µM (doses to about 102 µM), for the others: at the highest dose activity, negative = inhibition, usual class: inhibitors | AID 504332 | G9a H3K9 monomethylation, AlphaScreen, 2 h | hit rate 8.8% among 350,000; further: potency means the concentration at half of the fitted maximal effect; on the % scale 0 is the no-effect control and ±100 the full control effect; nearly all actives have a fitted effect of over 75% in size
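Readings reflect AlphaScreen signal from monomethyl-H3K9 antibody detection. HMT at 20 nM; substrate b-H3K9 500 nM; cofactor SAM 20 uM; 2 h RT reaction; compounds tested as titrations in qHTS with 15 min preincubation.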
12-LOX inh = blocks human arachidonate 12S-lipoxygenase | P18054 | hit rate 1.1% among 580,000 | AID 1671190 | purified 12hLO, xylenol orange hydroperoxide absorbance | Potency, µM (highest dose often 108 µM), for the others: top-dose activity change, negative = inhibition, hits mostly inhibitors; further: potency means the concentration at half of the fitted maximal effect; on the % scale 0 is the no-effect control and ±100 the full control effect
Target sequence (P18054 whole entry, looked up): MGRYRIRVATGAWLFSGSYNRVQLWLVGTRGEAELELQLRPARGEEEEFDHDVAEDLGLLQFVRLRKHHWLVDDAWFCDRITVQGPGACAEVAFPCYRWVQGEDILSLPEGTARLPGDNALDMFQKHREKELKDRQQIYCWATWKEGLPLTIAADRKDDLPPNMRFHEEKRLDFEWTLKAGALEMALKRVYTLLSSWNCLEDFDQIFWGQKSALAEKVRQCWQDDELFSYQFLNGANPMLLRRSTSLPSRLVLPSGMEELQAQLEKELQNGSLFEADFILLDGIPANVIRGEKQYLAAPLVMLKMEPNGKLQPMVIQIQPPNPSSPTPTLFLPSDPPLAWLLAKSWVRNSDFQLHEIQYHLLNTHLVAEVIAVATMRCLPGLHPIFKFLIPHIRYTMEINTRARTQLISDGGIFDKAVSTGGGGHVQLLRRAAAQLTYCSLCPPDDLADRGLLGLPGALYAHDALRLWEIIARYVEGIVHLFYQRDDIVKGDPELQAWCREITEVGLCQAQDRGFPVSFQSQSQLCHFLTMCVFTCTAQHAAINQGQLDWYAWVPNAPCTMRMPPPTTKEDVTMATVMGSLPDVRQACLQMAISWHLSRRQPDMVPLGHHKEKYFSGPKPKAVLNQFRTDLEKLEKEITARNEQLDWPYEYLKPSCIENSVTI
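Hydroperoxide product was detected by ferrous iron/xylenol orange as the 573 to 405 nm absorbance ratio. Arachidonic acid at 40 uM (final) was turned over for 30 min at room temperature by 150 nM human 12hLO, pH 7.0 Hepes buffer, after 15 min compound preincubation.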
RGS4 inhibitor = human RGS4 inhibition; Transcreener GDP fluorescence polarization, RGS4-accelerated GTP hydrolysis; hit rate 0.039% among 390,000; Potency, µM (top dose mostly 114 µM), without a hit: at the highest dose activity change, negative = inhibition, usual class: inhibitors; further: potency means the concentration at half of the fitted maximal effect; on the % scale 0 is the no-effect control and ±100 the full control effect; nearly all actives have a fitted effect of over 75% in size; some results filed as inactive show a strong effect at the top dose
Target sequence (P49798 whole entry, looked up): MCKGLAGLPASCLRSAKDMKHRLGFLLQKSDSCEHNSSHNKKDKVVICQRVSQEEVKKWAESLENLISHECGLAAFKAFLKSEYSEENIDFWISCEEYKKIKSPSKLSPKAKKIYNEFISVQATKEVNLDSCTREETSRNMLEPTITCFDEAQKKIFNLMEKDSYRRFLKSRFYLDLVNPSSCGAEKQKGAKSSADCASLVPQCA
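MLSMR compounds (23 nl, pin-transferred) preincubated 10 min at room temperature with a 500nM (2x) first reagent, then RGS4 at 900nM (2x) plus Transcreener GDP mix added; fluorescence polarization (620/688 nm) read before and after 90 min at 30 °C.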
PI4K2A inh = blocks human PI4K2A kinase activity; Q9BTU6; purified PI4K2A, ADP-Glo luminescence, 1 h; active compounds read low; activity change, negative = inhibition, % at 76.9 µM; hit rate 0.13% among 420,000; in the data active means activity change below about -50%; inconclusive means mostly about -30% to -49%;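 further: -100% = wells without enzyme as full effect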
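Compounds are screened against recombinant PI4K2A using PI as substrate and ATP, the latter dispensed at 300 microM. Reactions run one hour at ambient temperature before ADP-Glo detection; full inhibition defined by wells lacking enzyme.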
JMJD2A Tudor inh = inhibitors of human JMJD2A Tudor domain; O75164; AlphaScreen JMJD2A-Tudor / H3K4me3 peptide binding; Potency, µM (highest dose often 114 µM), for the others: at the top dose activity change, negative = inhibition, actives largely listed as inhibitors; hit rate 4.4% among 390,000; AID 504339; further: potency means the concentration at half of the fitted maximal effect; on the % scale 0 is the no-effect control and ±100 the full control effect; nearly all actives have a fitted effect of over 50% in size
ERG-DNA inh = ERG Ets/DNA interaction inhibition. P11308. Potency, µM (highest dose often 76.9 µM), for the others: at the top dose FP activity, negative = inhibition, most hits filed as inhibitors. hit rate 0.028% among 370,000. fluorescence polarization, His-ERG Ets domain / labelled DNA; active means well fitted inhibition curve with a large enough effect in the polarisation, with a control signal flat; inconclusive means small, poorly fitted or top-dose-only effect, or effect the other way, or a change in a side signal; inactive means no such curve, though single readings can be large or run the other way; the % refers to the polarisation;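 further: polarization taken with two DNA probes labelled with fluorescein and Texas red; potency means the concentration at half of the fitted maximal effect; % of control where 0% means no effect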
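His-tagged ERG Ets domain (1 uM in the protein solution; 300mM KCl, 50mM Tris-HCl, 1mM EDTA, 1mM DTT, pH 7.5) received compound, then a probe mix of 5 nM fluorescein-DNA and 100nM Texas-615-DNA. Fluorescence polarization was read for both dyes.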
HP1b binding inh = HP1-beta chromodomain-methylated histone interaction inhibition; Potency, µM (series often up to 114 µM), for inactives: at the top dose activity change, negative = inhibition, most hits filed as inhibitors; AlphaScreen HP1-beta / biotin-H3K9me3 peptide binding; hit rate 0.56% among 390,000; further: potency means the concentration at half of the fitted maximal effect; nearly all actives have a fitted effect of over 70% in size; inactives centre near 23
Target sequence (P83916 whole entry, looked up): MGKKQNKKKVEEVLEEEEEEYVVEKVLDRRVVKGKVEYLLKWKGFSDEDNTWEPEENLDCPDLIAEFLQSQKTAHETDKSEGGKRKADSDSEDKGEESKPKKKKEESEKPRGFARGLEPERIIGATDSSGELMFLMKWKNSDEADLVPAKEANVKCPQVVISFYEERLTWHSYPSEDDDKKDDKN
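HP1-beta protein (50 nM final) preincubated 30 min at room temperature with biotinylated H3(1-18)K9me3 peptide (50 nM) in PBS pH 7.4, 0.01% Tween-20, then compound added for 30 min. AlphaScreen streptavidin donor/nickel chelate acceptor beads (10 ug/mL final), 30 min dark, luminescence read.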
BAZ2B block = blocks human BAZ2B; Q9UIF8; AlphaScreen BAZ2B-H3K14Ac peptide displacement; Potency, µM (titrated, usually from 114 µM), without a hit: at the top dose activity change, negative = inhibition, most hits filed as inhibitors; hit rate 4.4% among 360,000; AID 504333; further: potency means the concentration at half of the fitted maximal effect; on the % scale 0 is the no-effect control and ±100 the full control effect; nearly all actives have a fitted effect of over 60% in size
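In this displacement format the biotinylated H3(5-23) peptide acetylated at Lys14 serves as ligand at 50 nM, with BAZ2B at 50 nM in PBS pH 7.4 containing 0.01% Tween-20. Donor and acceptor beads are 10 ug/mL final.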
Starred values were filed as active, the others as inactive; ? = inconclusive; . = no result given; [ ] = dose if it differs, or a comment. Unless noted, the call rests on the fitted dose curve; in most records, active means well fitted curve in the direction sought with a large enough effect; inconclusive means small, poorly fitted or top-dose-only effect, or another doubt; inactive means no such curve, though single readings can be large; an effect the other way counts as inactive or inconclusive. Some of the compounds tested; the hit share may differ from the screen's.

SMILES	GLS inhibitor	G9a block	12-LOX inh	RGS4 inhibitor	PI4K2A inh	JMJD2A Tudor inh	ERG-DNA inh	HP1b binding inh	BAZ2B block
Cc1onc(-c2ccccc2)c1CNC(=O)CN1C(=O)c2ccccc2C1=O	0.6%	?	0.0%	13.3%	-10.4	-4.0%	7.7%	22.5%	-1.8%
C[C@@H](C(=O)NCc1ccccc1)[C@H]1C[C@]1(C)[C@H](NC(=O)OCc1ccccc1)c1ccccc1	-0.5%	?	4.8%	15.3%	1.7	-15.2%	-4.4%	40.6%[activator]	1.2%
Cc1ccc(-c2nnc(-c3ccccc3Br)o2)cc1	9.5%	21.0%[0.501 µM]	17.2%	22.3%	15.6	111.0%[activator]	-6.0%	99.5%[activator]	60.5%[activator]
CCCCN(C(=O)c1ccc([N+](=O)[O-])s1)c1c(N)n(CCCC)c(=O)[nH]c1=O	-10.0%	-5.7%	-15.1%	3.8%	-3.0	-5.5%	-0.8%	33.3%	5.0%
Cn1c(SCC(=O)NCC2CCCO2)ncc(C(=O)Nc2ccccc2)c1=O (stereo unspecified)	-1.9%	-11.6%	2.5%	-0.1%	-12.4	-5.4%	-2.7%	59.3%[activator]	14.0%
CN(C)c1cccc(C(=O)N/N=C/c2ccoc2)c1	16.5%	.	339.2%[activator]	-5.1%	-20.8	-22.4%	0.8%	-6.8%	.
CCNc1nc(NCC)nc(C(=O)NN)n1	22.9%	7.6%[59 µM]	0.5%	-26.9%	1.1	39.8µM*	-5.8%	57.5%[activator]	2.82µM*
O=C(CNc1cc(S(=O)(=O)N2CCCC2)ccc1OCC(F)(F)F)Nc1cccc(C(F)(F)F)c1	4.3%	-8.8%[59 µM]	-13.5%	6.6%	-2.4	-23.0%	-3.2%	6.3%	-31.0%
O=C(N/N=C/c1ccccn1)c1ccc(Cl)cc1	1.7%	?	485.2%[activator]	-2.1%	0.8	-28.3%	-3.9%	23.5%	0.9%
Cn1c(/C=C/c2ccc([N+](=O)[O-])o2)nc2ccccc2c1=O	17.3%	6.2%	.	-14.5%	-4.2	-19.9%	-6.5%	6.3%	-29.8%[57.1 µM]
Clc1ccccc1OCCCCN1CCCC1	0.7%	?	?	-5.1%	3.7	3.16µM*	-16.1%	?	?
COCCn1c(SCC(=O)NC(=O)NC(C)(C)C)nc2ccccc21	-2.4%	-32.7%[59 µM]	-15.6%	-8.3%	6.3	-11.0%	-9.5%	26.6%	2.4%
CCNC(=O)COC(=O)c1ccc(-c2nc3ccccc3s2)s1	0.9%	-34.6%	-7.8%	0.2%	-8.7	-6.2%	0.8%	46.1%[activator]	-6.3%
C/C(=N\NC(=O)c1ccc(O)cc1)c1cccc(NC(=O)c2ccc(Cl)cc2)c1	3.2%	.	93.7%[activator]	?	2.5	10.7%	-16.2%	33.2%	.
Cc1ccc(CNCCCn2cnc3c(OCc4ccccc4)ncnc32)o1	-4.2%	.	1.5%	-21.2%	0.4	-21.0%	-18.7%	29.9%	.
O=C(COC(=O)C1CC1)NCCNC(=O)COC(=O)C1CC1	-13.2%	?	10.1%	-18.6%	0.0	-16.4%	12.5%	18.0%	-5.7%
CCN(CCn1cccn1)Cc1nc(Cc2cccc(F)c2)no1	0.8%	.	43.0%[activator]	14.7%	1.3	-9.7%	-0.4%	28.4%	2.4%
CCN(CC)S(=O)(=O)c1ccc(NC(=O)c2ccc(N3CCCC3=O)cc2)cc1	2.9%	.	?	9.7%	-0.8	-15.1%	1.1%	18.8%	.
CSc1ncccc1C(=O)OCc1ccccc1	2.6%	96.4%[activator][59 µM]	-20.9%	-17.5%	-8.9	101.6%[activator]	-1.7%	170.7%[activator]	242.7%[activator]
CCCC(C)C(=O)NCc1ccncc1 (stereo unspecified)	-9.6%	-4.8%	9.7%	-8.3%	1.7	4.9%	-18.1%	19.1%	-3.2%
O=C(CNS(=O)(=O)c1ccc(Br)s1)NCc1ccccc1	8.7%	-10.3%	4.6%	7.4%	-1.1	-14.1%	-0.8%	-27.4%	9.0%
O=C(Cn1c(-c2ccccc2)noc1=O)Nc1ccc(N2CCCCCC2)cc1	32.2%	?	-20.5%	-2.6%	0.2	22.4µM*	-2.1%	?	22.4µM*
COc1ccccc1Nc1ncnc2c1c(C)c(C)n2CCO	14.5%	?	5.5%	-25.1%	-4.7	?	-17.0%	-12.6%	-30.0%
O=C(Cn1[nH]c(=O)c2ccccc2c1=O)OCC(=O)N1CCc2ccccc2C1	0.1%	-7.5%[59 µM]	-2.1%	-14.3%[56.9 µM]	0.5	-11.5%[57.1 µM]	0.6%	57.0%[activator]	8.3%
CCn1c(SCC(=O)NNC(=O)c2ccc(OC)cc2)nnc1-c1cccnc1	4.7%	.	-5.0%	14.8%	-7.1	-6.0%	-3.9%	22.6%	3.6%
More compounds follow.
SMILES	GLS inhibitor	G9a block	12-LOX inh	RGS4 inhibitor	PI4K2A inh	JMJD2A Tudor inh	ERG-DNA inh	HP1b binding inh	BAZ2B block
CC(C)CNC(=S)NNC(=O)c1ccc2c(c1)OCO2	-1.5%	108.5%[activator][12.7 µM]	4.0%	-5.0%	1.3	2.8%	1.8%	44.4%[activator]	10.3%
O=C(NCc1ccccc1)C1CCN(S(=O)(=O)c2ccc3c(c2)CCCN3C(=O)C2CCC2)CC1	7.9%	18.0%[59 µM]	0.5%	14.3%	1.5	-4.8%	9.1%	11.0%[57 µM]	2.7%
COc1cccc(NC(=O)CSc2nnc(NC(=O)c3ccco3)s2)c1	23.0%	.	5.9%	23.2%	2.2	-4.4%	3.5%	17.3%	-1.5%
COc1ccc(-n2c(-c3ccc(Cl)cc3Cl)n[nH]c2=S)c(OC)c1	11.2µM*	.	?	-71.6%[56.9 µM]	1.1	12.6µM*	-5.0%	4.4%	-31.3%
O=C(NC1CCCCC1)C1CCN(C(=O)NCc2ccccc2)CC1	14.3%	?	-2.3%	44.9%	-0.8	-11.1%	-6.6%	27.1%	-0.2%
CC(=O)CSc1nc(-c2ccccc2)[nH]c1S(=O)(=O)c1ccc(C)cc1	-1.2%	-6.5%[59 µM]	3.8%	-15.1%	-0.7	-9.3%	12.2%	38.1%	-20.4%
CC[C@]12c3[nH]c4cc(-c5ccco5)ccc4c3CCN1C(=O)[C@@H](CC(=O)NCc1ccco1)C[C@@H]2C(=O)N1CCN(C(=O)C2CC2)CC1	0.2%	.	?	-52.0%	-5.8	?	4.4%	-2.6%	.
O=c1c2ccccc2nc(SCc2cc(F)cc3c2OCOC3)n1Cc1ccco1	-0.6%	-24.2%[12.7 µM]	14.8%	-18.6%	-7.1	-14.9%	0.2%	21.6%	-1.6%
COc1ccccc1CCc1nnc(CCC(=O)NC(C)Cn2nc(C)cc2C)o1 (stereo unspecified)	3.1%	20.7%	-14.1%	-22.6%	2.0	-4.9%	8.2%	36.2%	-17.5%
COc1ccc(S(=O)(=O)n2nc(OC(=O)c3ccc(C)cc3)cc2N)cc1	-5.0%	1.0%	-16.7%	-10.1%	66.8	-6.8%	4.8%	30.3%	-27.8%
Cc1cc(C)cc(NC(=O)c2sc3nc4n(c(=O)c3c2C)CCC4)c1	-2.9%	2.9%[59 µM]	11.2%	9.9%[11.4 µM]	2.9	-11.5%	0.8%	1.2%	-19.2%
Cc1cccc(NC(=O)CN2CCSc3ccccc32)c1	9.5%	44.7µM*	-1.7%	22.8%	3.2	-23.5%	18.6%	31.2%	?
CC(C)n1cc(/C=C2\NC(=O)N(c3cccc(Cl)c3)C2=O)c2ccccc21	-5.9%	?	-13.8%	-21.6%	2.7	-10.8%	-8.6%	16.0%	-14.2%
CCN(CC)S(=O)(=O)c1ccc(C(=O)NC2=C(C(=O)OC)SCC2)cc1	-2.6%	21.7%[12.7 µM]	-10.2%	-20.6%	-2.0	39.8µM*	-3.6%	-14.6%	?
CCN(c1ccccc1)S(=O)(=O)c1ccc(C(=O)Nc2nnc(CSC)o2)cc1	7.0%	?	-6.6%	4.2%	-1.3	-21.4%	-6.2%	27.9%	?
COc1ccc(-n2nnnc2SCC(N)=O)cc1	-1.6%	-3.1%[59 µM]	-8.3%	3.3%	0.3	-4.9%	-13.4%	32.4%[activator]	-5.3%
CC(C)C[C@H](NC(=O)c1[nH]cnc1C(=O)N[C@@H](Cc1ccccc1)C(=O)OC(C)(C)C)C(=O)OCc1ccccc1	3.0%	-5.9%	1.5%	-0.6%	-8.0	-21.8%	2.4%	64.6%	-7.9%
Cc1c(C)[n+](=O)c2c(n1[O-])CCC2	0.6%	-11.9%	10.1%	-8.1%	2.5	-9.6%	2.5%	12.8%	4.1%
Cc1ccc(NC(=O)CCC(=O)NNS(=O)(=O)c2ccccc2)cc1C	23.1%	-0.8%[59 µM]	5.2%	?	-3.8	?	1.5%	?	-1.6%
N#CC1=C(N)N(c2ccccc2Sc2ccccc2)C(=O)C1	20.3%	-3.2%[12.7 µM]	-0.9%	-7.3%	-3.3	?	12.6%	5.9%	?
CC(C)c1nc2cc(C(=O)N(C)Cc3ccc(F)cc3)ccc2o1	17.0%	.	-4.2%	-3.3%	-2.0	-5.9%	-2.5%	18.5%	-0.3%
COc1cc(C(=O)NNC(=O)CN2C(=O)NC3(CCCC3)C2=O)cc(OC)c1OC	13.2%	-2.6%[59 µM]	-3.5%	-52.7%	-2.7	-7.6%	.	20.7%	7.1%

From PubChem BioAssay
